# Screening data deposited in PubChem BioAssay by several laboratories.
# MEP2 TOR yeast: modulators of TOR pathway MEP2-GFP in S. cerevisiae | actives 0.51% (n = 330,000) | GFP response vs DMSO, % at 10 µM | S. cerevisiae MEP2-GFP strain, flow cytometry GFP, 3 h; 100% = DMSO control level;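 active = GFP response versus DMSO above a set limit, roughly screen mean plus 3 SD, cut at about 180% in these data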;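 also: median GFP fluorescence of the barcode-gated MEP2-GFP cells per well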
# CR mimetic SO: yeast age-related superoxide inhibition as caloric restriction mimetic; S. cerevisiae aged cells, superoxide DHE fluorescence; active compounds read low; superoxide response (% of plate mean), % at 10 µM; actives 0.18% (n = 330,000); AID 2690;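 active = superoxide response under a set limit, about three screen SD below normal, cut at about 65% in these data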;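 also: yeast aged for seven days with compound at 30 °C before DHE staining; 100% = average MFI of all compound-treated wells on the plate with controls excluded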
# RPL19A TOR yeast: yeast TOR pathway RPL19A-GFP modulation; S. cerevisiae RPL19A-GFP strain, flow cytometry, 3 h; active compounds read low; AID 2025; percent response vs DMSO, % at 10 µM; actives 0.3% (n = 330,000);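 active = percent response vs DMSO below 50%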;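 also: median channel GFP fluorescence of the barcoded RPL19A-GFP strain; ratio of sample median GFP to plate DMSO average so 100% = DMSO; lower means less RPL19A-GFP as with rapamycin TOR inhibition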
# AHR activator: activates the human aryl hydrocarbon receptor; P35869; AHR-responsive luciferase reporter cells, luminescence; activation, % at 5 µM; actives 2.5% (n = 320,000); in the data active = activation above about 47%;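 also: 0% = vehicle wells and 100% = reference agonist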
# LAP4 TOR yeast: yeast TOR pathway LAP4-GFP modulation. AID 2023. actives 0.34% (n = 320,000). GFP response vs DMSO, % at 10 µM. S. cerevisiae LAP4-GFP multiplex, flow cytometry GFP, 3 h; median GFP as percent of DMSO wells;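 active = GFP response vs DMSO above a set limit, about the screen mean plus 3 SD, cut at about 150% in these data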
# procasp3 activ: activates human procaspase-3; activation, % at 8.5 µM; actives 0.11% (n = 330,000); recombinant procaspase-3 D3A, Ac-DEVD-pNA absorbance 405 nm;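 active = activation above the mean of all tested compounds plus 3 SD, cut at about 21% in these data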;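 also: 0% = DMSO alone and 100% = DMSO wells spiked with extra 5 µM PC-3 D3A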
# Target sequence (P42574 whole entry D9A/D28A/D175A): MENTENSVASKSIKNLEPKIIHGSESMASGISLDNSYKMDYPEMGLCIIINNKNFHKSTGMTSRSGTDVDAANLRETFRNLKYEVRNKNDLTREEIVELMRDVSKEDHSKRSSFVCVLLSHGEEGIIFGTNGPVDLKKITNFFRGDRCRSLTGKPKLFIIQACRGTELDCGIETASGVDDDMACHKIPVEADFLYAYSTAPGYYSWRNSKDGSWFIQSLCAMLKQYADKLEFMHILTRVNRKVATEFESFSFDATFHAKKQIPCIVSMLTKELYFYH
#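 material = Procaspase-3 D3A mutant | probe or stimulus = Ac-DEVD-pNA | compound = single dose, 8.5 µM nominal compound, 0.8% DMSO | timing = 1 h preincubation, 2 h reaction | measured by = 405 nm absorbance of p-nitroaniline, reads at 0 and 120 min | benchmarks = DMSO-only low control, 5 µM PC-3 D3A high control | repeats = singlicate, each compound tested once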
# proCasp7 act: counter-screen for procaspase-3 activators: activators of human procaspase-7. P55210. recombinant procaspase-7, Ac-DEVD-pNA absorbance 405 nm; D23A/D198A/D206A triple mutant, cannot self-cleave; scale: DMSO 0, 5 µM enzyme 100. activation, % at 8.5 µM. actives 0.093% (n = 330,000). AID 463210;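 active = percent activation above the screen-wide mean plus 3 SD, cut at about 25% in these data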
# Target sequence (P55210 whole entry D23A/D198A/D206A): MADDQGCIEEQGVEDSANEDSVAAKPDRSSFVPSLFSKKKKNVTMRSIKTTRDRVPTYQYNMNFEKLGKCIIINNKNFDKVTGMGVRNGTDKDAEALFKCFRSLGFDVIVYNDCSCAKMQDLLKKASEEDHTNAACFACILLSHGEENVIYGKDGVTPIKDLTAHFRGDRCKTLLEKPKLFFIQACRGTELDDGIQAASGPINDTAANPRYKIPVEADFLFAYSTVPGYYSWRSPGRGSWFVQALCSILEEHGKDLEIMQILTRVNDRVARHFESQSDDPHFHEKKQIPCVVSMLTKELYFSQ
#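 Material: Procaspase-7 triple mutant (PC-7 D3A) | Quantity: 2 µM procaspase-7 mutant as dispensed | Reagent: DEVD-pNA substrate | Times: 1 h preincubation, 2 h reaction | Technique: 405 nm absorbance of p-nitroaniline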
# GASC-1 inh: blocks human GASC-1 demethylase activity; Q9H3R0; GST-JMJD2C(1-420) H3K9me3 demethylation, DELFIA europium; inhibition, % at 2.35 µM; actives 0.069% (n = 330,000); AID 2099;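 active = more than half of a compound's replicate wells show inhibition beyond 50%, single wells judged on their own value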;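 also: signal counts dimethyl H3K9 product captured on neutravidin plate; 0% = median of DMSO wells and 100% = 0.3 times that DMSO median; strong numbers were not always called active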
# Target sequence (Q9H3R0 1-420 limits assumed): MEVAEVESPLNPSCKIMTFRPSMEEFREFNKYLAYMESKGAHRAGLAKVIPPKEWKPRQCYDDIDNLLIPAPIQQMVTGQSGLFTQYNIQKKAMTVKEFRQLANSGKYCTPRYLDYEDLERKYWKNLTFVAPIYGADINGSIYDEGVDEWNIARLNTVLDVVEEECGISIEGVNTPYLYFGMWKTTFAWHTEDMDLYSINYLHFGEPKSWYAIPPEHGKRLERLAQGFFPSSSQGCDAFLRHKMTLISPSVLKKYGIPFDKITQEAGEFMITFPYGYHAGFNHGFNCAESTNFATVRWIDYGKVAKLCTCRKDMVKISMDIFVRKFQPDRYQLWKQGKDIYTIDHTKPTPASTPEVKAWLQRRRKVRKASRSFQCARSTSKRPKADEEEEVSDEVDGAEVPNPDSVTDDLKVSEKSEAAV
# Starred values were filed as active, the others as inactive; i = inactive; / = not tested or not shown; & = joins results of further samples; [ ] = another dose, or the depositor's remark.
structure,MEP2 TOR yeast,CR mimetic SO,RPL19A TOR yeast,AHR activator,LAP4 TOR yeast,procasp3 activ,proCasp7 act,GASC-1 inh
CC(C)c1ccc(C(CC(=O)c2ccc(Cl)cc2)C(=O)O)cc1 (stereo not given),92,95,96,5,115,0,8,-8
COCCNC(=O)CSc1ccccc1C(=O)NC1CCCc2ccccc21 (stereo not given),109,104,103,4,122,-12,-3,-7
Cc1ccc(C(=O)Nc2cccc(-c3nc4ncccc4o3)c2)cc1,105,118,104,9,105,3,13,6
CCc1ccc(-c2ccc(SCc3ccccn3)nn2)cc1,92,95,87,9,119,1,2,-23
C=CCNc1nc2ccccc2nc1NS(=O)(=O)c1ccc(OC)cc1,107,79,103,2,97,3,-4,-12
CN(c1ccccc1)S(=O)(=O)c1cccc(C(=O)OCC(=O)NCc2ccc3c(c2)OCO3)c1,92,93,97,2,85,8,-3,-9
COc1cccc(OCc2nnc(SCC(=O)NNC(=O)C3CCCCC3)n2C)c1,95,93,98,-2,102,10,9,-15
Cc1ccc(-n2c(=O)[nH]cc(C(=O)Nc3ccc4c(c3)OCCO4)c2=O)cc1,98,87,103,4,103,1,9,40
CC(=O)N/C(N)=N/c1nc2cc([N+](=O)[O-])ccc2o1,98,113,97,-4,115,6,-5,2
O=C(NCCS(=O)(=O)N1CCN(c2ccccc2F)CC1)c1ccc(F)c(F)c1,97,90,99,1,107,0,1,9
Cc1cc(=O)n(C)c2ccccc12,102,82,102,0,96,10,5,2
CCCn1cnnc1CNC(=O)C1CCC(=O)N(CCCc2ccccc2)C1 (stereo not given),112,98,96,8,103,5,8,12
O=C(O)c1cc(NC(=O)c2ccc(Cl)c([N+](=O)[O-])c2)cc(C(=O)O)c1,98,83,95,1,94,6,-14,-27
CN1CCC(=O)N([C@H](COc2ccccc2)Cc2ccccc2)CC1,92,99,100,16,107,4,-1,-1
CCN1C(=NCCOC)N[C@@H](c2ccccc2)[C@H](C(=O)OC)[C@H]1C,106,102,116,-1,100,-8,11,5
COc1cccc(C(=O)NNC(=O)c2ccccc2-n2cccc2)c1,65,110,97,10,91,2,0,7
CCCCNC(=O)c1cc([N+](=O)[O-])[nH]n1,126,97,108,0,112,7,5,0
COc1ccc(C)cc1NC(=O)CC(O)(C(F)(F)F)C(F)(F)F,112,96,107,5,89,-4,10,-1
CCN(CC)CCN1CNC(=S)N(c2ccccc2OC)C1,106,101,99,-2,113,1,5,/
CCCc1cc(=O)[nH]c(SCC(=O)N2CCOCC2)n1,102,84,100,-1,103,-4,5,0
COc1ccc(S(=O)(=O)Nc2nc(C(F)(F)F)cs2)cc1,97,107,89,1,92,-2,1,-4
O=C(COc1ccc(C(=O)NCCN2CCOCC2)cc1)Nc1cccc(C(F)(F)F)c1,101,137,100,-1,104,-2,-4,-29
Cc1[nH]c2ccccc2c1C(=O)CSc1n[nH]c(N)n1,97,80,99,2,104,-1,2,22
Nc1ccc(Oc2ccc3c(c2)C(=O)NC3=O)cc1,116,100,117,0,99,-1,3,1
CS(=O)(=O)N(Cc1ccc(C(=O)N2CCc3ccccc3C2)cc1)c1ccccc1,98,103,95,17,110,-3,-2,-11
O=C(NCc1cccnc1)C1CC(=O)N(CCc2ccccc2)C1 (stereo not given),105,90,96,-1,97,11,3,-2
CS(=O)(=O)N1CCCC(C(=O)NCc2ccccc2Cl)C1 (stereo not given),104,92,96,4,99,5,4,-6
COc1ccc(C(=O)NCC(=O)N2CCCC(C(F)(F)F)C2)cc1OC (stereo not given),103,105,101,0,107,9,7,34
COc1ccc(S(=O)(=O)NCC2CCC(C(=O)NCCCN3CCCC3=O)CC2)cc1 (stereo not given),94,102,101,-1,94,4,0,-7
COc1cc(C2C(C(=O)OC(C)C)=C(C)Nc3[nH]c(=O)[nH]c(=O)c32)ccc1O (stereo not given),104,112,96,2,98,1,-1,-3
CCN(CC)C(=O)COc1ccc(Br)cc1Cl,97,107,101,6,90,-6,18,0
COc1ccc(CCN2C(=NC(=O)CCC(=O)O)SC3CS(=O)(=O)CC32)cc1 (stereo not given),104,96,102,0,102,0,-1,-13
CC(C)(C)c1ccc(C(=O)N2CCCN(c3ccc([N+](=O)[O-])cn3)CC2)cc1,92,96,94,-2,102,2,0,34
O=C(CSC1=NS(=O)(=O)c2cc(Cl)ccc2N1)c1ccc(Cl)cc1,97,100,100,1,99,-1,9,-18
Cc1ccc(C(=O)N2c3ccccc3NC(=O)C2C)cc1 (stereo not given),247*,122,103,-2,212*,4,2,-5
COc1cc2c(cc1OC)CN(CC(=O)NC(=O)NCc1ccccc1)CC2,118,94,99,-2,102,-1,1,3
COc1ccc(C(=O)NC2CCCc3ccccc32)cc1 (stereo not given),104,98,100,5,103,4,7,3
CC(Sc1cnccn1)C(=O)O (stereo not given),93,93,91,-2,86,2,1,27
CCOc1ccccc1C(=O)Nc1nnc(COC)s1,102,98,103,20,105,-5,-4,22
CC(C)CCN1CCN(Cc2ccc(C#CCCO)cc2)CC1CCO (stereo not given),102,111,82,-1,83,-1,8,-49
CCN(CC)S(=O)(=O)c1ccc2c(c1)N(CC(=O)NCCN1CCOCC1)C(=O)CO2,111,110,106,-2,98,7,12,7
COc1cccc(NC(=O)Cc2ccc3ccccc3c2)c1,89,102,88,0,93,8,10,-3
CC(C)(C)CC(=O)Nc1cc2c3c(c1)CCC(=O)N3CCC2,95,88,92,11,95,0,-2,-4
S=c1[nH]nc(C2CCCCC2)n1/N=C/c1ccccn1,95,100,96,-4,94,-11,-2,6
c1ccc(-n2ncc3cccnc32)cc1,93,100,99,1,100,-6,3,2
NC(=O)CCC(NS(=O)(=O)c1ccc(Cl)cc1)C(=O)NCc1ccc(Cl)cc1 (stereo not given),107,111,108,-1,98,4,12,5
O=C(NC1CCCC1)c1cccc2c1C(=O)c1ccc(Cl)cc1S2(=O)=O,91,116,100,4,79,-7,13,6
O=C(COc1ccc(Cl)cc1)NNC(=O)C(=O)N1CCCCC1,125,86,118,-1,123,-2,-1,1
COC(=O)CNC(=O)CN(c1ccc(OC)cc1OC)S(=O)(=O)c1ccccc1,102,93,108,1,108,6,5,3
CCN1CCN(CCNC(=O)c2ccc3nc(-c4cccc(C)c4)c(-c4cccc(C)c4)nc3c2)CC1,138[may fluoresce violet],83,16*[may fluoresce violet],0,80[may fluoresce violet],-2,-1,3
COc1ccc(S(=O)(=O)Nc2ccc(C)cn2)cc1,99,99,98,4,97,6,-4,-3
Cc1ccccc1-n1cnnc1SCC(=O)Nc1cccnc1Cl,102,107,104,2,100,2,-1,i
CCC(=O)NC(=S)Nc1ccc(S(=O)(=O)N2CCN(C)CC2)cc1,98,95,99,2,99,-10,0,14
CCOC(=O)Cn1c(=O)oc2cc(S(=O)(=O)N(C)c3cccc(C)c3)ccc21,96,110,100,-1,102,3,-1,3
COCCn1c(C)cc(C(=O)CSc2nc3nc(C)cc(C)n3n2)c1C,115,107,102,10,94,4,-13,1
COc1ccc(C(=O)O/N=C(/c2cccs2)C(C)(C)C)cc1,105,98,102,-1,114,9,-2,1
CCn1c(SCC(=O)N(C)c2ccccc2)nc2c([nH]c3ccccc32)c1=O,89,90,101,72*,91,-4,2,3
O=S(=O)(Nc1ccccc1)c1ccc(F)cc1,94,100,97,0,93,-1,10,25
Cc1cccc(-n2nc3c(c2NC(=O)c2ccc(Br)o2)CSC3)c1,101,93,97,4,99,8,-7,8
CCOC(=O)c1c(C)[nH]c(N=Nc2cccc(C)c2)c1C,97,86,95,-1,102,-8,-8,-8

# Carrying on:
structure,MEP2 TOR yeast,CR mimetic SO,RPL19A TOR yeast,AHR activator,LAP4 TOR yeast,procasp3 activ,proCasp7 act,GASC-1 inh
CSc1ccc(/C=N/n2c(Cc3ccc(Br)cc3)n[nH]c2=S)cc1,96,91,102,7,99,4,-9,-2
CCn1c(SCC(=O)c2ccc(NS(=O)(=O)c3ccccc3)cc2)nnc1-c1cccs1,99,100,102,1,93,3,1,31&2
COc1ccc(-n2nc3c(c2NC(=O)c2ccc(S(=O)(=O)N4CCOCC4)cc2)CS(=O)(=O)C3)cc1,96,93,97,0,111,1,11,-4
O=C(CSc1n[nH]c(=O)[nH]c1=O)c1ccc([N+](=O)[O-])cc1,112,108,100,0,104,2,3,-2
CN(C)S(=O)(=O)c1cccc(NC(=S)N/N=C/c2cc(Br)ccc2O)c1,115,89,106,9,98,-30,-18,7
Cc1ccc(S(=O)(=O)N2CCC(NC(=O)c3cccnc3)CC2)cc1Cl,103,108,102,2,99,2,1,-41
CCCCN1C(=O)/C(=C2\SC(N3CCCCC3)=NC2=O)c2ccccc21,96,124,94,29,95,-6,-13,6
CC1(C)Oc2ccc3ccc(=O)oc3c2C[C@H]1O[C@@H]1O[C@H](CO)[C@@H](O)[C@H](O)[C@H]1O,102,104,116,-1,100,6,8,-2
CCOc1ccc(-c2ccc(SCC(=O)NCC3CCCO3)nn2)cc1 (stereo not given),120,98,96,14,107,-2,8,-21
CCCOc1ccc(-c2c(C(=O)N/N=C/C3CCCCC3)nnn2-c2nonc2N)cc1,148[may fluoresce violet],121,27*[may fluoresce violet],2,77[may fluoresce violet],-3,10,6
O=C(COC(=O)c1ccc(N2CCOCC2)c([N+](=O)[O-])c1)Nc1ccc2c(c1)OCO2,102,104,98,-2,89,1,0,-5
Cc1ccc(C2CC(=O)NC(SCC(=O)Nc3nccs3)=C2C#N)cc1 (stereo not given),109,103,98,1,107,1,11,3
O=C(CCN1Cc2ccccc2C1)c1ccc2c(c1)OCCO2,100,98,95,1,96,-21,-25,0
O=C(COC(=O)c1c2c(nc3ccccc13)CCCCC2)NCc1ccc2c(c1)OCO2,102,106,101,9,94,1,1,-2
Cc1csc(NC(=O)c2ccc3c(c2)OCO3)n1,103,102,99,8,96,10,7,14
COc1cc(C=O)ccc1OCC(=O)Nc1cccc(S(=O)(=O)N(C)c2ccccc2)c1,106,100,106,-1,105,8,3,2
CCOC(=O)c1c(NC(=O)Cc2cccs2)sc(C(=O)N2CCCCC2)c1C,97,92,97,3,94,2,4,-10
CCn1cc([N+](=O)[O-])c(C(=O)N2N=C3/C(=C/c4cccs4)CCCC3C2c2cccs2)n1 (stereo not given),105,107,102,10,103,8,2,2
COc1ccc(C)cc1S(=O)(=O)Nc1cccc(SC)c1,112,96,102,1,109,6,-7,0
O=C(CSc1nc(=O)n(CCCN2CCOCC2)c2c1CCCC2)Nc1ccc(F)c(F)c1,100,105,101,-1,99,-6,9,0

# A draw from above in order of formula weight, highest first:
structure,MEP2 TOR yeast,CR mimetic SO,RPL19A TOR yeast,AHR activator,LAP4 TOR yeast,procasp3 activ,proCasp7 act,GASC-1 inh
CCn1cc([N+](=O)[O-])c(C(=O)N2N=C3/C(=C/c4cccs4)CCCC3C2c2cccs2)n1 (stereo not given),105,107,102,10,103,8,2,2
CCOC(=O)c1c(NC(=O)Cc2cccs2)sc(C(=O)N2CCCCC2)c1C,97,92,97,3,94,2,4,-10
Cc1csc(NC(=O)c2ccc3c(c2)OCO3)n1,103,102,99,8,96,10,7,14
